AmpC inh no detg = blocks E. coli AmpC beta-lactamase in detergent-free assay | P00811 | AmpC nitrocefin hydrolysis, absorbance 480 nm, 0.0001% Triton | Potency, µM (titrated, usually from 57.1 µM), for the others: at the top dose activity change, negative = inhibition, hits mostly inhibitors | 330,000 tested, 0.52% active;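 note: potency is the fitted concentration of half-maximal effect; plate controls were no compound for no effect and no enzyme for full effect; nearly all actives have a fitted effect of over 20% in size; some results filed as inactive show a strong effect at the top dose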
Target sequence (P00811 whole entry, looked up): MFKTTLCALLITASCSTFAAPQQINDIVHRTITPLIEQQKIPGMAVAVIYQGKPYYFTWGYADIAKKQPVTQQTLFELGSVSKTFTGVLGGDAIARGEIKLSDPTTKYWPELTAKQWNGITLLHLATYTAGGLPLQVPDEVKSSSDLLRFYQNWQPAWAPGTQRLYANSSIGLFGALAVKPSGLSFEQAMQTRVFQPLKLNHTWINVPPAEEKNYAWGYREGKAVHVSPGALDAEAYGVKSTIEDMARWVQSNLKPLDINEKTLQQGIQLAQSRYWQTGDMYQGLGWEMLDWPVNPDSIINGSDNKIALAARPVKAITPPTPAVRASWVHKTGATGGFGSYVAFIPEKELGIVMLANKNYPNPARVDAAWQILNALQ
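AmpC (5.3 nM in the dispensed reagent) in 20 mM phosphate pH 7.0 with 0.01% (detergent screen) or 0.0001% Triton X-100 was preincubated with compounds for 15 min at room temperature. Nitrocefin was then added from an 800 uM solution, and hydrolysis was followed at 480 nm.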
Sm TGR block = S. mansoni TGR enzyme inhibition | 360,000 tested, 3% active | AID 485364 | Potency, µM (titrated, usually from 114 µM), inactives show at the highest dose activity change, negative = inhibition, most hits filed as inhibitors | purified TGR, DTNB reduction, TNB absorbance 405 nm | Q962Y6; note: potency is the fitted concentration of half-maximal effect; nearly all actives have a fitted effect of over 60% in size
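Kinetic colorimetric format: TGR-catalysed, NADPH-driven DTNB reduction monitored via TNB absorbance. Enzyme dispensed at 20 nM; compound exposure 15 min at room temperature before reaction start.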
Giardia FBPA inh = Giardia lamblia aldolase inhibition. A8B2U2. purified Giardia FBPA. Potency, µM (highest dose often 59.6 µM), without a hit: at the top dose activity, negative = inhibition, hits mostly inhibitors. 290,000 tested, 0.71% active; note: potency is the fitted concentration of half-maximal effect; nearly all actives have a fitted effect of over 55% in size
Target sequence (A8B2U2 whole entry, looked up): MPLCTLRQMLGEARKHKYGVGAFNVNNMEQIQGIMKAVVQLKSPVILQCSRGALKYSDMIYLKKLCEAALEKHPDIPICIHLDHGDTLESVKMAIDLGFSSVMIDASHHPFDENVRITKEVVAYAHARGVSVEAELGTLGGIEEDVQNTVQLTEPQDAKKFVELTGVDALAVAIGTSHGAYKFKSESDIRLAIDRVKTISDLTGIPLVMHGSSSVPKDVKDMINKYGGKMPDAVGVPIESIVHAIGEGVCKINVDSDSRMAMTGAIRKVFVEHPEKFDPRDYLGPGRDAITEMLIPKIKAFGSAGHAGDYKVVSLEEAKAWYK
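Giardia FBPA (40 nM reagent) was preincubated 10 min at RT with compound (up to 57.5 uM final), then substrate plus GAPDH/TPI/NAD/arsenate coupling system with diaphorase/resazurin was added; resorufin fluorescence (525/598 nm) was read after 20 min.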
AMA1 RON2 block = disrupts binding of P. falciparum AMA1 to RON2 | Potency, µM (doses to about 58.2 µM), for the others: at the highest dose activity change, negative = inhibition, hits mostly inhibitors | AlphaScreen AMA1-biotinylated RON2 peptide binding | 360,000 tested, 0.2% active;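 note: potency is the fitted concentration of half-maximal effect; 0% = vehicle wells and -100% = peptide control; nearly all actives have a fitted effect of over 45% in size; some results filed as inactive show a strong effect at the top dose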
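AMA1 (3D7) with his tag at 25 nM final met compounds first, then biotinylated RON2 peptide at 25 nM; detection used donor plus acceptor beads, 10 µg/mL apiece, read by AlphaScreen after 30 min at room temperature.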
HCMV antiviral = blocks human cytomegalovirus replication; activity change, negative = inhibition, % at 57.5 µM; 410,000 tested, 4.5% active; HFF cells, HCMV-luciferase reporter, 72 h; hits give low values; in the data active = activity change below about -60%; inconclusive = no clear call, values can overlap the other calls; inactive = above about -39%
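Compounds were evaluated in HFFs infected with an HCMV luciferase reporter virus (MOI 1 PFU/cell). Luciferase in lysates collected 72 h post infection served as the replication measure.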
AmpC detergent = AmpC beta-lactamase inhibition with detergent present. AmpC hydrolysis of nitrocefin, absorbance 480 nm, 0.01% Triton. Potency, µM (doses to about 114 µM), inactives show at the highest dose activity change, negative = inhibition, actives largely listed as inhibitors. 370,000 tested, 0.041% active. AID 485294;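 note: potency is the fitted concentration of half-maximal effect; 0% = no-compound wells and -100% = no-enzyme wells; nearly all actives have a fitted effect of over 25% in size; some results filed as inactive show a strong effect at the top dose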
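20 mM phosphate pH 7.0 + 0.01% (detergent screen) or 0.0001% Triton X-100; 5.3 nM AmpC reagent; cpd preinc 15 min RT; nitrocefin (800 uM stock) to start; A480 q20 s × 4 min; Activity was normalised to no-enzyme and no-compound control wells.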
Active calls of the source: *; ? = inconclusive; · = not tested or not shown; & = joins results of further samples; [ ] = remark or other dose. Unless noted, calls come from the whole dose curve; as a rule, active = well fitted curve in the direction sought with a large enough effect; inconclusive = small, poorly fitted or top-dose-only effect, or another doubt; inactive = no such curve, though single readings can be large; an effect the other way counts as inactive or inconclusive. Unless noted, % is set by controls: 0 for no effect and ±100 for the full control effect.

SMILES	AmpC inh no detg	Sm TGR block	Giardia FBPA inh	AMA1 RON2 block	HCMV antiviral	AmpC detergent
O=C(NC(=S)NNS(=O)(=O)c1ccccc1)c1cccnc1	-20%	8.9µM*	0%	94%[activator]	-5	7%
CC1Sc2ccc(S(=O)(=O)N3CCC(C(=O)N(C)Cc4ccccc4)CC3)cc2NC1=O (stereo unspecified)	3%	5%	·	-2%	-64*	0%
CCn1nc(-c2ccccc2)nc2c(=O)n(C)c(=O)nc1-2	-11%	?	·	-1%	·	-2%
NCCCCCc1nnc(SCc2ccc(Cl)c(Cl)c2)o1	81%[activator]	0%	-3%	-5%	?	2%
O=C(CSc1nc(-c2ccccc2)c(-c2ccccc2)[nH]1)NCc1ccco1	-19%	0%	4%	-2%	-10	5%
Cc1ccc(NC(=O)c2ccc3c(c2)nnn3C)cc1	-20%	-10%	0%	-1%	-16	-2%
C#CCOC(=O)CCC(=O)NCCc1ccccc1	128%[activator]	?	9%	-6%	18	?
COc1ccc(N2CCN(c3cc(C)c4ccccc4n3)CC2)cc1	1%	2%	-1%	?	3	9%
CC(NC(=O)COC(=O)c1cccc(S(=O)(=O)N2CCCC2)c1)c1ccccc1 (stereo unspecified)	-17%	·	·	-10%	-39	·
COc1cc2nc(CN3CCOCC3)n(CC(=O)N3CCCCCC3)c(=O)c2cc1OC	30%	-1%	-1%	-5%	14	-1%
Cc1c(Cl)cccc1NC(=O)Nc1ccn(C)n1	-25%	-12%	3%	-2%	-29	3%
C/C(=C\c1ccc(C(=O)O)cc1)c1ccc2c(c1)C(C)(C)CCC2(C)C	-28%	-1%	?	6%	-10	-9%
Cc1occc1-c1nnc(SCC(=O)N2CCCCC2)o1	-13%	-5%	2%	12%	0	-10%
COc1ccc2nc(NC(=O)Cc3ccc(OC)c(S(=O)(=O)N4CCOCC4)c3)sc2c1	19%	12%	-6%	0%	12	?
CC(=O)c1c(C)[nH]c(C(=O)N2CCN(c3ccccn3)CC2)c1C	-1%	0%	-1%	0%	17	-12%
Fc1ccc(CN2CCCN(Cc3nc(-c4ccc5c(c4)OCO5)no3)CC2)cc1	63%[activator]	?	-3%	-13%	-17	7%
CN(Cc1ccccc1)C(=O)COC(=O)CCNC(=O)c1ccccc1Cl	9%	-5%	3%	-27%	28	0%
CCN(CC)CCNC(=O)c1ccc(NC(=O)c2ccc(F)cc2F)cc1	0%	-5%	12%	7%	42	-8%
Cc1c(NC2=CC(=O)CCC2)c(=O)n(-c2ccccc2)n1C	-12%	-2%	1%	-1%	-22	-2%
CCOC(=O)N1CCN(C(=O)c2noc3c2COc2ccccc2-3)CC1	6%	-23%	·	-16%	-34	-12%
COc1cc(SC)ccc1C(=O)Nc1ccccn1	8%	4%	-12%	-14%	45	2%
CCc1ccccc1OCC(=O)OCC(=O)N1CC(=O)Nc2ccccc21	-2%	-10%	5%	10%	?	2%
C[N+](C)(C)CCOc1ccc([N+](=O)[O-])cc1	-23%	4%	2%	1%	-20	0%
CCN(C(=O)COC(=O)c1ccc(Cl)nc1)C1CCS(=O)(=O)C1 (stereo unspecified)	-18%	0%	6%	0%	-19	?
O=S(=O)(NCC1CCCO1)c1cc(Cl)ccc1Br (stereo unspecified)	-13%	3%	-2%	10%	-12	-6%
CC(C)c1cc(C(N)=O)c(NC(=O)C2CCC2)s1	-6%	-7%	-1%	35%	-9	?
CCOC(=O)c1c(NC(=O)C2COc3ccccc3O2)sc2c1CCN(Cc1ccccc1)C2 (stereo unspecified)	?	1%	-6%	-1%	-32	-12%
COC(=O)CNC(c1ccccc1)c1cc(Br)ccc1NC(=O)OCc1ccccc1 (stereo unspecified)	-9%	-4%	0%	-12%	36	-9%
C#CCOCCOCCOCCNc1nc(N2CCN(C(=O)[C@H](Cc3ccc(O)cc3)n3cc(CCO)nn3)CC2)nc(N2CCN(C(=O)[C@H](Cc3ccc(O)cc3)n3cc(CCO)nn3)CC2)n1	282%[activator]	40µM*	10%	·	·	-12%
C/C(=C\C(=O)O)CC(=O)O	-16%	-6%	7%	-3%	16	0%
CCn1c(COc2ccccc2OC)nnc1SCC(=O)NC1CCCC1	-3%	7%	8%	-2%	-28	-5%
Cc1cc(C)cc(C(=O)NN2CCN(C)CC2)c1	-13%	0%	6%	0%	-3	-5%
COc1ccc(C(=O)NC2CCSc3ccccc32)cc1 (stereo unspecified)	-9%	1%	·	-1%	14	5%
COc1cc(C(=O)N/N=C(\Cc2ncc[nH]2)c2ccccc2)cc(OC)c1OC	-17%	-1%	?	59%[activator]	-20	4%
Cc1ccccc1S(=O)(=O)Cc1ccc(C(=O)NCc2ccccc2Cl)o1	·	-3%	·	·	-1	-11%
O=C(NCCOc1ccccc1)C1=CC=CN2CCS(=O)(=O)N=C12	5%	·	·	12%	8	·
Cc1ccc(S(=O)(=O)N2CCN(c3ccccc3)CC2)s1	-27%	·	·	-5%	17	·
O=C(NCc1cccc(C(F)(F)F)c1)c1cccc(S(=O)(=O)N2CCN(Cc3ccccc3)CC2)c1	-1%	0%	·	-9%	1	-1%
CC(=O)N1c2ccc(S(=O)(=O)N3CCC(C(=O)N4CC(C)CC(C)C4)CC3)cc2CC1C (stereo unspecified)	114%[activator]	9%	-5%	9%	-22	-2%
Cc1ccc(-c2nc3c(c(SCC(=O)Nc4ccccc4Cl)n2)Cc2c(CO)cnc(C)c2O3)cc1	·	2%	·	·	-5	17%
COC(=O)c1cc(S(=O)(=O)NCC2CCN(Cc3cc(C)ccc3C)CC2)cn1C	17%	5%	·	-5%	19	-6%
CCn1cc(S(=O)(=O)Nc2nc3ccc(OC)cc3s2)cn1	-10%	-8%	·	10%	36	-14%
Cc1c(C(c2cc3c(cc2Br)OCO3)c2c(C)n(C)n(-c3ccccc3)c2=O)c(=O)n(-c2ccccc2)n1C	68%[activator]	19%	-2%	-4%	35	-7%
COc1cccc(C(=O)NC(=S)N2CCN(c3ccc(C(F)(F)F)cc3[N+](=O)[O-])CC2)c1	-30%	1%	20%	31%[activator]	-62*	-17%
CCOC(=O)c1c(-c2ccc(-c3ccccc3)cc2)csc1NC(=O)C1C2CCC(O2)C1C(=O)O (stereo unspecified)	-6%	-6%	11%	-7%	1	-14%
O=C(CNC(=O)c1ccc(Cl)cc1Cl)OCc1cn2cc(Br)ccc2n1	-19%	·	·	-9%	-10	·
COC(=O)C1=C(C)N(Cc2ccccc2)C(=NCCc2c[nH]c3ccccc23)N[C@H]1c1cccc(F)c1	-2%	·	·	-30%	-8	·
C=CCN1C(=O)C2(C(C(=O)OCC)=C(N)Oc3c2c(=O)oc2ccccc32)c2ccccc21 (stereo unspecified)	25%	-11%	2%	-4%	14	0%
CCOCCCNC(=O)C(NC(=O)c1ccc2c(c1)OCO2)c1ccccc1 (stereo unspecified)	-8%	-3%	4%	-1%	41	-3%
NC(=O)c1ccc(Nc2nnc(-c3ccc(O)cc3)c3ccccc23)cc1	-42%	5%	-2%	-19%	?	3%

Reformatted: four of the compounds above
SMILES: CCOC(=O)c1c(-c2ccc(-c3ccccc3)cc2)csc1NC(=O)C1C2CCC(O2)C1C(=O)O (stereo unspecified)
  AmpC inh no detg: -6%; Sm TGR block: -6%; Giardia FBPA inh: 11%; AMA1 RON2 block: -7%; HCMV antiviral: 1; AmpC detergent: -14%

SMILES: COc1cccc(C(=O)NC(=S)N2CCN(c3ccc(C(F)(F)F)cc3[N+](=O)[O-])CC2)c1
  AmpC inh no detg: -30%; Sm TGR block: 1%; Giardia FBPA inh: 20%; AMA1 RON2 block: 31%[activator]; HCMV antiviral: -62*; AmpC detergent: -17%

SMILES: COC(=O)C1=C(C)N(Cc2ccccc2)C(=NCCc2c[nH]c3ccccc23)N[C@H]1c1cccc(F)c1
  AmpC inh no detg: -2%; Sm TGR block: ·; Giardia FBPA inh: ·; AMA1 RON2 block: -30%; HCMV antiviral: -8; AmpC detergent: ·

SMILES: NC(=O)c1ccc(Nc2nnc(-c3ccc(O)cc3)c3ccccc23)cc1
  AmpC inh no detg: -42%; Sm TGR block: 5%; Giardia FBPA inh: -2%; AMA1 RON2 block: -19%; HCMV antiviral: ?; AmpC detergent: 3%

The list continues.
SMILES	AmpC inh no detg	Sm TGR block	Giardia FBPA inh	AMA1 RON2 block	HCMV antiviral	AmpC detergent
COCCn1nnnc1C(c1cc2cc(C)ccc2[nH]c1=O)N1CCN(C2CCCCC2)CC1 (stereo unspecified)	39%	0%	2%	11%	-18	0%
O=C(c1ccc(S(=O)(=O)NCC2CCCO2)cc1)N1CCN(c2ccccc2F)CC1 (stereo unspecified)	73%[activator]	3%[57.1 µM]	2%	-2%	-23	2%
O=C(O)C1CCCNC1 (stereo unspecified)	7%	1%	0%&2%&3%	4%	·	-2%
N[C@@H](Cc1c[nH]c2ccccc12)c1nnc(SCc2c(F)cccc2Cl)o1	31%	9%	-2%	11%	-9	-9%
COc1ccc(NC(=O)COc2cccc3c2CCN(C)C3=O)c(OC)c1	43%	-1%	·	-8%	25	2%
O=c1c2ccccc2nnn1Cc1ccccc1	-10%	1%	7%	-2%	-31	-3%
CC(=O)NC(=S)Nc1ccc(NC(=S)NC(=O)/C=C/c2ccco2)cc1	-51%	18µM*	-9%	7%	-79*	0%
CS(=O)(=O)N1CCC(C(=O)Nc2ccc3c(c2)OCCO3)CC1	-6%	1%	0%	8%	-10	-5%
Cc1ccc2c(=O)cc(C(=O)N(Cc3ccc(C(C)(C)C)cc3)C3CCS(=O)(=O)C3)oc2c1 (stereo unspecified)	·	5%	·	·	-3	2%
O=c1c2ccccc2nc(SCc2cn3ccsc3n2)n1-c1ccccc1F	-5%	6%	-3%	-6%	?	0%
Cc1ccccc1C(=O)NNC(=O)Cc1ccccc1	-25%	4%	2%	4%	-6	0%
O=C(COc1cccnc1[N+](=O)[O-])NCc1ccco1	-7%	0%	1%	?	-24	0%
Clc1ccc(-c2nc(-c3cc4cc(Cl)ccc4o3)cs2)cc1	-19%	7%	4%	0%	5	-13%
COc1ccc(C(=O)NCC(c2cccnc2)N2CCc3ccccc3C2)cc1 (stereo unspecified)	·	0%	·	·	-7	-3%
COc1ccccc1NS(=O)(=O)c1cc(C(=O)NCc2ccco2)ccc1C	-8%	-22%	0%	-5%	-15	1%
CCCCOc1ccc(N2CC(C(=O)NCCc3ccc(OC)c(OC)c3)CC2=O)cc1 (stereo unspecified)	105%[activator]	-1%	3%	-5%	-39	?
Cc1ccccc1CN1CCC(CNC(=O)Nc2ccc(F)cc2F)CC1	-20%	7%	-3%	-1%	?	-4%
Cc1cc(Cl)ccc1OCC(=O)NC1CCCC1	4%	2%	0%	3%	-74*	5%
N#Cc1c(N)c(C(=O)c2ccccc2)n2c1CCCC2	-18%	6%	-5%	-15%	-27	3%
CCCN1C(=O)C(Cc2nc3ccccc3c(=O)n2-c2ccccc2)c2ccccc21 (stereo unspecified)	66%[activator]	-11%	3%	-4%	-22	-9%
CC(=O)CCc1ccc(OCC(O)CNC2CCCc3ccccc32)cc1 (stereo unspecified)	-3%	-3%	-2%	-1%	-73*	-11%
Cc1nn(CC(O)COc2ccc3c(c2)CCC3)c(C)c1C (stereo unspecified)	28%	-3%	-4%	-9%	-17	?
Cc1cccc(/C=N/NC(=O)CNc2cccc3ccccc23)n1	25%	-1%	?	88%[activator]	?	-9%

High-throughput results deposited in PubChem by National Center for Advancing Translational Sciences (NCATS).
